Source: PubChem BioAssay (Johns Hopkins Ion Channel Center)
KCNQ2 block – KCNQ2 channel blockers in CHO-K1 cells – cell-based, FluxOR thallium flux, B-score, primary screen (AID 2156); O88943; 20 min; active compounds read low; B-score at 10 µM; 1.1% of 310,000 active;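 active = fluorescence ratio B-score at most minus 3 library SDs, with starting brightness B-score within 2 library SDs, cut at about -5.5 in these data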
Kir21 inh – blocks the mouse Kir2.1 inward-rectifier potassium channel | 0.85% of 310,000 active | HEK293-Kir2.1, FluxOR thallium flux fluorescence; active compounds read low | B-score at 10 µM | P35561;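 active = fluorescence ratio B-score at or below minus 3 SD of library scores, with starting-brightness B-score within 2 SD, cut at about -4.2 in these data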;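 note: channel flux triggered by added potassium and thallium sulfate stimulus; B-score of peak minus minimum fluorescence over baseline after thallium stimulus; more negative B-score means stronger Kir2.1 block with less thallium influx; some compounds called inactive have numbers as strong as hits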
Target sequence (P35561 whole entry, looked up): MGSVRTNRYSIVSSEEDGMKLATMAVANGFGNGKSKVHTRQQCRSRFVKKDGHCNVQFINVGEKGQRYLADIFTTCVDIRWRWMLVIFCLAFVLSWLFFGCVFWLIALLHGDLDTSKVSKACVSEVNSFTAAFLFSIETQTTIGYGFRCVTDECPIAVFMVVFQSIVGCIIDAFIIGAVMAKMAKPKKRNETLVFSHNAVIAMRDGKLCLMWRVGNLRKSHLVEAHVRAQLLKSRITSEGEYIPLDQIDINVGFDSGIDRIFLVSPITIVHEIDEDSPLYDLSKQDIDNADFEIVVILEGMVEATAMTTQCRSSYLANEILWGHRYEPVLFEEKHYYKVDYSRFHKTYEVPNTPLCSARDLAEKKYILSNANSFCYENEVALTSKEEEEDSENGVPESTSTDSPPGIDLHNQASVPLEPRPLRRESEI
Numbers without * were called inactive; i = inactive. Compounds were not picked by outcome. About 1.9% of those tested had a hit in this group.

SMILES | Kir21 inh | KCNQ2 block
CC1(C)c2[nH]c3ccccc3c2C[C@@H]2C(=O)N(Cc3ccco3)C(=O)N21 | 0.42 | i
CC1CCCN(C(=O)c2ccc3c(c2)C(=O)N(CCC2=CCCCC2)C3=O)C1 (stereo unspecified) | -1.8 | i
COc1ccc(CCNC(=O)c2cc3c(=O)n4cccc(C)c4nc3s2)cc1OC | 1.7 | i
O=C1COc2ccc(C(=O)NCc3ccc4c(c3)OCO4)cc2N1 | 1.3 | i
COC(=O)c1ccc(C)c(NS(=O)(=O)c2ccc(NC(C)=O)cc2)c1 | 1.4 | i
O=C(Nc1nnc(C2CC2)s1)C1Cc2ccccc2CN1S(=O)(=O)c1ccccc1F (stereo unspecified) | -3.4 | i
O=C(C1=C[C@H](c2ccc(C(F)(F)F)cc2)C[C@H](OCc2ccc(CO)cc2)O1)N1CCN(Cc2ccccc2)CC1 | -1.1 | i
Cc1oc(C(C)(C)C)cc1C(=O)Nc1ccc(N2CCOCC2)cc1 | -1.3 | i
Nc1nonc1-n1nnc(C(=O)N/N=C/c2ccccc2O)c1CN1CCCC1 | -1.5 | i
CCn1c(-c2csc(-c3ccc(Cl)cc3)n2)n[nH]c1=S | -0.73 | i
CCc1cccc(NC(=O)Cc2ccc([N+](=O)[O-])cc2)c1 | -0.23 | i
Cc1ccc(C2C3=C(CC(C)(C)CC3=O)Nc3onc(C)c32)cc1 (stereo unspecified) | -0.15 | i
O=C(Nc1ccon1)c1cc2c(s1)CCCCCC2 | -0.19 | i
CCN1C(=O)C(O)(CC(=O)c2cc(C)ccc2C)c2ccccc21 (stereo unspecified) | 0.63 | i
Cc1ccccc1NC(=S)NCc1ccccc1 | 1 | i
CC(=O)NC(C)C(=O)OCc1ccc(Cl)cc1Cl (stereo unspecified) | 1.3 | i
COc1ccc(OC)c(S(=O)(=O)Nc2ccc3c(c2)C(=O)OC3)c1 | 2 | i
CCOCCn1c2ccccc2c2nc3ccccc3nc21 | -0.1 | i
S=C(Nc1cccc(Br)c1)N1CCn2cccc2C1c1cccnc1 (stereo unspecified) | 0.02 | i
CN1CCN(CCOc2ccc(Cl)c(Cl)c2)CC1 | -1.3 | i
Cc1cc(=O)[nH]c(N2CCN(c3ccc(Cl)cc3)CC2)n1 | 1.1 | i
COc1ccc(N2CCN(C3CCCCC3NS(=O)(=O)c3ccccc3)CC2)cc1 (stereo unspecified) | -0.23 | i
CC(=O)c1ccc(Nc2ccc(-c3ccccc3F)nn2)cc1 | -0.67 | i
CC1CCCN(C(=O)c2cc3ccccc3cc2O)C1 (stereo unspecified) | 0.2 | i
O=C(CSc1nnc(Cc2cccs2)n1Cc1ccco1)Nc1cccc(Cl)c1 | -0.25 | i

Copied from the results shown (5 entries):
SMILES | Kir21 inh | KCNQ2 block
O=C(Nc1nnc(C2CC2)s1)C1Cc2ccccc2CN1S(=O)(=O)c1ccccc1F (stereo unspecified) | -3.4 | i
O=C(C1=C[C@H](c2ccc(C(F)(F)F)cc2)C[C@H](OCc2ccc(CO)cc2)O1)N1CCN(Cc2ccccc2)CC1 | -1.1 | i
Cc1oc(C(C)(C)C)cc1C(=O)Nc1ccc(N2CCOCC2)cc1 | -1.3 | i
Nc1nonc1-n1nnc(C(=O)N/N=C/c2ccccc2O)c1CN1CCCC1 | -1.5 | i
CCn1c(-c2csc(-c3ccc(Cl)cc3)n2)n[nH]c1=S | -0.73 | i

(continued)
SMILES | Kir21 inh | KCNQ2 block
O=C(N/N=C/c1cc(Br)c(O)c(Br)c1O)c1ccc2c(c1)OCCO2 | 0.52 | i
CCCn1nnnc1NCc1ccccc1Cl | 0.01 | i
COc1ccc(S(=O)(=O)NCC2CCCO2)cc1Cl (stereo unspecified) | -0.42 | i
CCCCNc1nc(Nc2ccc(C)c(Cl)c2)c2cnn(C)c2n1 | -0.03 | i
CCOC(=O)C1=C(CC)Nc2ccccc2N=C1NC(=O)c1ccc(OC)c(S(=O)(=O)N2CCCCC2C)c1 (stereo unspecified) | -0.99 | i
O=C(NC1CCS(=O)(=O)C1)c1cccnc1 (stereo unspecified) | 1.1 | i
COc1ccccc1/C=C/C=C1N=C(/C=C/c2ccc(Cl)cc2)OC/1=O | -3.2 | i
COc1ccc(OC)c(C(=O)NC(CC(N)=O)c2ccc(NCCN3CCCCC3)c([N+](=O)[O-])c2)c1 (stereo unspecified) | -0.3 | i
COc1cccc(CNS(=O)(=O)c2cc(-c3cc(C)no3)ccc2C(C)C)c1 | -1.1 | i
CCOc1ccc(CCNC(=O)COC(=O)COc2cc(C)cc(C)c2)cc1OCC | 1.6 | i
Cc1cc(S(=O)(=O)N2CCN(C(=O)c3ccco3)CC2)ccc1F | -0.43 | i
CCOC(=O)C1=C(c2ccccc2)NC(=O)NC1c1ccc(N(C)C)cc1 (stereo unspecified) | -0.25 | i
CSc1ccc(-c2nc(O)c3cnccn23)cc1 | 0.77 | i
CCc1ccc(OCC(=O)Nc2ccc(-c3cc4ccccc4oc3=O)c(OC)c2)cc1 | 0.6 | i
Cn1c(CNC(=O)c2ccco2)nnc1SCC(=O)Nc1ccc(Cl)cc1 | -0.05 | i
CSCCNC(=O)c1ccc2nc(Cc3ccccc3F)oc2c1 | -0.63 | i
O=C(NCCc1ccccc1)C1CCN(C(=O)c2ccc([N+](=O)[O-])cc2)CC1 | 1.1 | i
CC(C)C(=O)Nc1nnc(SCC(=O)NCc2cccs2)s1 | -2.3 | i
CCC(=O)N1N=C(c2ccc(NS(C)(=O)=O)cc2)CC1c1ccc(N(C)C)cc1 (stereo unspecified) | 0.61 | i
CN(c1cccnc1)c1ncnc2[nH]ncc12 | -0.25 | i
O=C(c1ccccc1)N1CC(COc2ccccc2)OC(c2cccnc2)O1 (stereo unspecified) | -2 | i
O=C(Nc1ccccc1)C1=C[C@H](c2csc3ccccc23)C[C@H](OCc2ccc(CO)cc2)O1 | 2.2 | -5.7*
COc1ccc(OC)c(C(=O)NC(CC(N)=O)c2ccc(NCc3ccccn3)c([N+](=O)[O-])c2)c1 (stereo unspecified) | -0.37 | i
O=C(Nc1ccccc1)Nc1nnc(Cc2ccc(F)cc2)s1 | 1.3 | i
CC(C)(C)c1ccc(C(=O)NC(=S)Nc2nc3c(s2)CCCC3)cc1 | -0.5 | i

Shown as a hit in KCNQ2 block, among the entries above:
SMILES | Kir21 inh | KCNQ2 block
O=C(Nc1ccccc1)C1=C[C@H](c2csc3ccccc23)C[C@H](OCc2ccc(CO)cc2)O1 | 2.2 | -5.7*

The listing continues:
SMILES | Kir21 inh | KCNQ2 block
CCCN1C(=S)SC(C)(C)C1/[N+]([O-])=C/c1cccnc1 (stereo unspecified) | -0.69 | i
O=C(C/C=N/OCc1ccccc1F)c1cnc(-c2ccc(Cl)cc2)s1 | 0.04 | i
CC12CCC(C(=O)Nc3cc(Cl)ccc3Cl)(C(Br)C1=O)C2(C)C (stereo unspecified) | 0.93 | i
CN(C)c1ccc(C(=S)N2CCCCCC2)cc1 | 0.91 | i
Cc1cc(OC(C)C(=O)NCc2ccccn2)c2c(C)cc(=O)oc2c1 (stereo unspecified) | -0.86 | i
Cc1ccccc1NC(=S)NC(NC(=O)N(C)C)C(Cl)(Cl)Cl (stereo unspecified) | 0.58 | i
O=C(NCCc1ccccn1)c1cncc(Br)c1 | -0.2 | i
CCOc1ccc2nc3sc(C(=O)N4CCOCC4)c(N)c3cc2c1 | -0.92 | i
CCOC(=O)CCc1c(C)nc(SCCN2CCCC2)c(C#N)c1C | -3.7 | i
COc1ccc(S(=O)(=O)N2CCOC2CNC(=O)C(=O)NCCc2c[nH]c3ccccc23)cc1C (stereo unspecified) | 0.74 | i
COc1ccc2c(C)c(C(=O)N3CC[C@@H](N4CCC(O)CC4)[C@H](O)C3)oc2c1 | -2.4 | i
COC(=O)C1=C(C)N=C2SC(C#N)=C(N)N2C1c1ccc(OC)cc1 (stereo unspecified) | -0.15 | i
Cc1ccc(S(=O)(=O)N(C)C)cc1NC(=O)COC(=O)COc1ccc2c(c1)CCC2 | -0.1 | i
COc1ccccc1C(=O)NC(=S)/C=C1/N(C)c2ccccc2C1(C)C | 0.02 | i
O=C(OCC(=O)c1cccs1)c1ccc(NC(=O)c2ccco2)cc1 | 2.7 | i
CCSc1nc2ccccc2n1CCOc1ccccc1 | -1.2 | i
Cc1cccc(NC(=O)c2csnn2)n1 | -0.04 | i
O=C(/C=C/c1ccco1)N1CCN(S(=O)(=O)c2cccs2)CC1 | -2.3 | i
Cc1cc([N+](=O)[O-])ccc1Nc1nc2ccccc2n2cnnc12 | -0.61 | i
Nc1nc(SCC(=O)Nc2ccc(OC(F)(F)F)cc2)[nH]c(=O)c1NC(=O)c1ccc(Br)o1 | 0.87 | i
Cc1cc(C2=NNC(=Nc3ccccc3)SC2)c(C)n1C | -2.2 | i
CC(=O)Nc1ccc(C(=O)c2ccccc2)cc1 | 1.1 | i
COc1ccc(OC)c(NC(=O)c2cccnc2Sc2ccccc2)c1 | -0.71 | i
O=C1NC(=O)/C(=C\c2ccc(OCc3cccc([N+](=O)[O-])c3)cc2)N1 | -0.56 | i
Cc1cccc(C(=O)NNC(=O)CN2C(=O)c3ccccc3C2=O)c1 | 1.3 | i
CC1Cc2ccccc2N1Cc1ccc([N+](=O)[O-])cc1 (stereo unspecified) | -0.84 | i
COc1ccc(OC)c(NC(=O)N2CCCc3ccccc32)c1 | -1.3 | i
CCOC(=O)C1CCCN(S(=O)(=O)c2cc(Br)cc3c2N(C(=O)C2CC2)CC3)C1 (stereo unspecified) | 0.85 | i
CCN(Cc1ccccc1)C(=O)CCNS(=O)(=O)c1ccc2c(c1)CC(C)N2C(C)=O (stereo unspecified) | 0.99 | i
CCCOc1ccc(Cc2c(O)nc(SC)[nH]c2=O)cc1C | 0.4 | i
COc1ccc(C)cc1NC(=O)CCN1CC(C)OC(C)C1 (stereo unspecified) | 2.3 | i
N#CC(Cc1ccc(OC(F)F)cc1)c1nc2ccccc2[nH]1 (stereo unspecified) | 0.69 | i
O=C1CN=C(Nc2cccc(C(F)(F)F)c2)N1C1CCCC1 | 0.68 | i
CCOC(=O)C1=C(C)N(CCCC(=O)O)C(=O)NC1c1ccccc1 (stereo unspecified) | 0.24 | i
CC(C)CCNC(=O)NC(=O)COc1ccccc1C#N | 0.22 | i
COc1cc(OC)cc(C(=O)N2CCC3(CC2)NCCc2[nH]cnc23)c1 | -0.92 | i
COc1ccc(N2CCN(CC(=O)c3ccc(O)c(C)c3O)CC2)cc1 | 0.07 | i
Cc1noc(C)c1C(=O)N(CC(=O)NC1CCCC1)Cc1ccccc1F | 0.75 | i
Cc1cccc(N2CCN(C(=O)CS(=O)(=O)Cc3nc(-c4ccccc4F)oc3C)CC2C)c1 (stereo unspecified) | 1.4 | i
CCOc1ccc2[nH]c(O)c(NC(C)=O)c2c1 | -0.13 | i
O=C(O)CSCC(=O)c1ccccc1 | -0.34 | i
CCOC(=O)c1oc2ccc(S(=O)(=O)n3nc(-c4ccccc4)cc3N)cc2c1C | -1.7 | i
OCCC1CN(Cc2cccn2-c2ncccn2)CCN1Cc1ccc(F)cc1 (stereo unspecified) | -0.15 | i
Cn1c2ccccc2c2c(C(=O)NCC3CCCO3)cn(C3CCCC3)c(=O)c21 (stereo unspecified) | 0.7 | i
O=C(N/N=C/c1ccc(OC(F)F)cc1)c1cccc(S(=O)(=O)N2CCOCC2)c1 | 1.2 | i
CCOC(=O)c1c(-c2cccs2)csc1NC(=O)CN1CCOCC1 | -0.54 | i
O=c1c2ccccc2nnn1Cc1ccc2ccccc2c1 | 0.88 | i
Cc1cccc(C(=O)C2CCN(S(=O)(=O)c3cccc(C(=O)O)c3)CC2)c1 | 0.47 | i
Cc1ccc(NC(=O)CN2CCN(C(=O)C3CCCO3)CC2)c(C)c1 (stereo unspecified) | -1.4 | i
O=C(CN(c1ccccc1)S(=O)(=O)c1ccc(F)cc1)NC1CCCCCC1 | -0.01 | i

More records follow.
SMILES | Kir21 inh | KCNQ2 block
CCOC(=O)C1CCN(C(=O)c2cc3cc(F)ccc3[nH]2)CC1 | -0.6 | i
COc1ccc2c(c1)CCc1c(C(=O)Nc3ccc(OC)c(OC)c3)noc1-2 | 0.41 | i
Cc1ccc(O)c(NC(=O)c2cc(-c3cccs3)on2)c1 | 0.95 | i
Cc1csc(NC(=O)c2ccc(Cl)nc2)n1 | -0.59 | i
COc1ccc(N2CC(NS(=O)(=O)c3ccc4ccccc4c3)CC2=O)cc1OC (stereo unspecified) | 1.4 | i
COc1ccc(N2C(=O)CC(Sc3n[nH]c(-c4ccccc4)n3)C2=O)cc1 (stereo unspecified) | -0.91 | i
COc1cc(/C=N/NC(=O)C(Cc2c[nH]c3ccccc23)NC(=O)OCC(C)C)cc([N+](=O)[O-])c1O (stereo unspecified) | 0.49 | i
CCOC(=O)C1=C(COC(=O)c2cc(OC)c(OC)cc2[N+](=O)[O-])NC(=O)NC1C (stereo unspecified) | -0.01 | i
COc1ccc(CCNC(=O)c2cccnc2)cc1OC | -2.3 | i
CC1=NNC(=O)/C1=C\c1cn(-c2ccccc2)nc1-c1ccc(Cl)cc1 | 1.2 | i
O=C(NCCC1=CCCCC1)c1ccc(F)cc1 | 0.9 | i
COc1ccc(C2C(C(=O)c3cccs3)=C(O)C(=O)N2c2cccc(C)n2)cc1 (stereo unspecified) | 1.2 | i
COc1cc(NC(=O)CSc2nc(C)cs2)cc(OC)c1 | 0.35 | i
CCN(C(=O)Cn1nc(C(=O)O)c2ccccc2c1=O)C1CCCCC1 | 0.52 | i
CCOc1ccc(N(CC(=O)NC(C)(C)C)C(=O)CCC(=O)Nc2nccs2)cc1 | -0.41 | i
Cc1ccccc1NC(=S)N(Cc1ccco1)C(C)c1cccs1 (stereo unspecified) | -3 | i
